High-throughput results deposited in PubChem BioAssay by Sanford-Burnham Center for Chemical Genomics.
SENP7 block: blocks the human protease SENP7; inhibition, % at 5 µM; recombinant SENP7, Z-RLRGG-aminoluciferin luminescence, 40 min; actives 1.5% (n = 330,000); AID 434973;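 active means inhibition above about 50% at the single test dose, limit read from the data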;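 further: plate controls were DMSO with enzyme for no effect and no enzyme buffer wells for full effect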
Target sequence (Q9BQF6 706-1050 limits assumed): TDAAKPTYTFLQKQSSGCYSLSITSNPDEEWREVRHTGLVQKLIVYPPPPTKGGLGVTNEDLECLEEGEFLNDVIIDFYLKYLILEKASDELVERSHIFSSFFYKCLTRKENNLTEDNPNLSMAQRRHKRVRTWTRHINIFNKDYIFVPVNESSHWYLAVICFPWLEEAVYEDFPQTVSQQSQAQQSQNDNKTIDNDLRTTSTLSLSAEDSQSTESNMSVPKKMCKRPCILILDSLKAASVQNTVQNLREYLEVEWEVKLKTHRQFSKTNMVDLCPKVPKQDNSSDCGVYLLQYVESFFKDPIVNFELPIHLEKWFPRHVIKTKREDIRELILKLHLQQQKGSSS
Apaf1 inhib: inhibitors of human Apaf-1 apoptosome; O14727; reconstituted apoptosome caspase-3 activity, DEVD-Rh110 fluorescence; inhibition, % at 20 µM; actives 0.71% (n = 330,000); AID 489030; active means inhibition of at least 40% at 20 µM;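 further: plate controls were DMSO wells for no effect and DEVD-CHO caspase inhibitor wells for full effect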
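Material: reconstituted apoptosome with Apaf-1, cytochrome c, caspase-9, procaspase-3, dATP; medium: pH 7.5 Hepes buffer with CHAPS, BSA, DTT; also added: cytochrome c and DEVD-Rh110 substrate; timing: 30 min plus 50 min, RT; signal: Rh110 fluorescence intensity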
SENP1 inh: blocks the human SENP1 SUMO protease catalytic domain; AID 624204; Q9P0U3; actives 0.21% (n = 360,000); inhibition, % at 10 µM; recombinant SENP1 catalytic domain, CyPet-SUMO1-YPet FRET cleavage;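 active means inhibition at least 30% at 10 µM, raw YFP signal under a set limit, fluorescence ratio 0.5 to 1.5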;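 further: 0% = enzyme with DMSO and 100% = no enzyme wells; some results filed as inactive read as strong as hits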
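Material: hSENP1 catalytic domain, recombinant; medium: Tris pH 8 with BME, BSA, NP40 and catalase; compound: single concentration of 10 µM compound, 0.5% DMSO final; technique: FRET read of cyan and yellow fluorescence; timing: 50 min enzyme reaction, room temperature, light-protected; reagent: SFCypet-SUMO1-SFYpet substrate at 25 nM; control set: no-enzyme low, enzyme-DMSO high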
SENP8 block-1: inhibitors of human SENP8 protease; actives 1.2% (n = 330,000); Q96LD8; inhibition, % at 10 µM; purified SENP8, Z-RLRGG-aminoluciferin cleavage, luminescence; AID 2540; in the data active means inhibition above about 50%
Target sequence (Q96LD8 whole entry, looked up): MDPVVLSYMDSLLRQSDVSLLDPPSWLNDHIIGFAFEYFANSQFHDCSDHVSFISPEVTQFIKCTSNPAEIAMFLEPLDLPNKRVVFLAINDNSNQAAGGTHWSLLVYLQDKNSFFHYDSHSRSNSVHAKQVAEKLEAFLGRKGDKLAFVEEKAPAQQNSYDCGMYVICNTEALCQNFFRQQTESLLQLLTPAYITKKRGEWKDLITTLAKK
PfGluPho inh: PfG6PD (Plasmodium falciparum) enzyme inhibition; PfGluPho enzyme, NADPH resazurin-diaphorase fluorescence; inhibition, % at 20 µM; actives 0.78% (n = 350,000); AID 504690;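 active means inhibition reaching at least a set limit at 20 µM in the primary screen, cut at about 59% in these data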;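 further: 0% = DMSO wells with substrate and 100% = DMSO wells lacking glucose-6-phosphate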
SENP6 block: blocks the human protease SENP6; Recombinant SENP6 catalytic domain, aminoluciferin luminescence; inhibition, % at 10 µM; actives 1.8% (n = 330,000);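 active means inhibition above about 50% at the single tested dose, limit read from the data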;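 further: plate controls were DMSO wells with enzyme for no effect and DMSO wells lacking enzyme for full effect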
Target sequence (Q9GZR1 628-1112 limits assumed): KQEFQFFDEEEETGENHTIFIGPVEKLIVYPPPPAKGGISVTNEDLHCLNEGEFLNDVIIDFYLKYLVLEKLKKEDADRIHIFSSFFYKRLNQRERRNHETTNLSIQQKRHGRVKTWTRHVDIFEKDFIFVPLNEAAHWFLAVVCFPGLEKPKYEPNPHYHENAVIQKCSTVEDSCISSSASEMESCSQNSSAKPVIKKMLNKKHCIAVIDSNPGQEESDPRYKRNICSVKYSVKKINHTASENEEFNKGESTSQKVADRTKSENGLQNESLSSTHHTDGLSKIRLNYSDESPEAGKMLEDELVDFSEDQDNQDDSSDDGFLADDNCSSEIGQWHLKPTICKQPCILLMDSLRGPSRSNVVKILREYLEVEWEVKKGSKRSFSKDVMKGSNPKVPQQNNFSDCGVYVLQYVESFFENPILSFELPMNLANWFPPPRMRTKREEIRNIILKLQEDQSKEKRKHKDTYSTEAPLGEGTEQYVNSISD
HKDC1 inhibitor: HKDC1 (human) hexokinase inhibition; AID 493160; inhibition, % at 20 µM; recombinant HKDC1, G6PDH/diaphorase resazurin coupled fluorescence; actives 0.16% (n = 340,000); Q2TB90;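 active means inhibition above about 35% when tested at 20 µM, limit read from the data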;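 further: plate controls were DMSO wells with enzyme for no effect and DMSO wells lacking enzyme for full effect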
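System: Recombinant HKDC1 hexokinase | Amount: HKDC1 at 5 µg/mL | Reagent: Glucose with 1 mM ATP | Doses: Single 20 µM dose | Incubation: Reaction time 90 min, room temperature, protected from light | Signal: Coupled resazurin fluorescence, excitation 525 nm, emission 613 nm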
NLRP3 yeast inh: inhibitors of NALP3 inflammasome in yeast; Yeast reconstituted NLRP3/ASC/caspase-1, beta-gal luminescence, 24 h; inhibition, % at 10 µM; actives 0.39% (n = 330,000);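 active means inhibition of 50% or more; inactive means inhibition below 50%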;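 further: plate controls were induced DMSO wells for no effect and uninduced yeast grown without galactose for full effect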
SENP8 block-2: blocks human SENP8 cleavage of Nedd8 substrate; AID 602440; Q96LD8; inhibition, % at 20 µM; actives 0.64% (n = 360,000); recombinant SENP8, Nedd8 substrate fluorescence; in the data active means inhibition mostly above about 40%, no sharp cut-off; inactive means mostly below about 27%
* hit, by the source's call; nt = no result given; & = joins results of further samples.

SMILES	SENP7 block	Apaf1 inhib	SENP1 inh	SENP8 block-1	PfGluPho inh	SENP6 block	HKDC1 inhibitor	NLRP3 yeast inh	SENP8 block-2
C/C(CC(=O)NCc1ccco1)=N\NC(=O)COc1ccc(Cl)cc1Cl	0	4	4	-15	7	-11	-4	13	0
COc1ccc(-c2cc(C(F)(F)F)nc(SCC(=O)N(C)Cc3cn(C)nc3C)n2)cc1OC	3	1	-3	-8	18	5	-1	18	-293
CCOC(=O)c1nnn(-c2nonc2N)c1CN1CCc2ccccc2C1	-2	6	-18	-3	15	-7	-3	1	1
COc1ccc(CNC(=O)CN2CCN(c3ccccc3O)CC2)cc1OC	4	1	-1	5	0	0	6	8	10
COCCCNCC1C(Oc2ccc(Cl)cc2)C(=O)N1c1ccccc1C (stereo not drawn)	-6	0	0	-9	-4	-6	-9	12	12
Cc1cc(C)nc(SCc2cnc(C)nc2N)n1	-4	2	3	-6	-20	7	-4	-5	12
CCOC(=O)COn1c2c(c3c4no[n+]([O-])c4ccc31)CCCC2	-1	7	2	2	-10	-10	-3	-13	27
CN(CCc1ccccc1)C(=O)c1ccc(NC(=O)Cc2ccc(NC(=O)C3CCN(C(=O)C4CC4)CC3)cc2)cc1	nt	nt	0	nt	1	nt	-6	nt	5
CCOC(=O)N1CCN(C(=O)CCS(=O)(=O)c2ccc3c(c2)CCN3C(=O)CC)CC1	8	2	2	6	-12	11	3	11	8
CN(C)/C=C(\C(=O)c1ccc(F)cc1F)c1nnnn1-c1ccccc1	-3	-13	3	-1	2	-38	-9	11	8
Cc1ccc(C)c(N(C(=O)c2csnn2)C(C(=O)NC2CCCCC2)c2cccnc2)c1 (stereo not drawn)	1	0	-2	-8	-5	-17	-1	11	13
N#C/C(=N/Nc1ccccc1[N+](=O)[O-])C(N)=S	12	-40	3	-11	-4	-13	-7	34	45*
Cc1cc(C(=O)N/N=C/c2cccc(OC(=O)c3ccco3)c2)n[nH]1	0	-2	2	-15	19	-4	12	10	23
CC(C)n1c(Nn2cnnc2)nc2ccccc21	2	-8	-1	-1	5	-12	-1	-4	5
O=C(NNC(=O)C1CC=CCC1C(=O)O)c1cccs1 (stereo not drawn)	1	-3	0	8	8	-20	-4	8	9
COC(=O)C1CCCN1C(C(=O)NC1CCCCC1)c1ccc(Cl)cc1 (stereo not drawn)	-14	9	0	-10	6	-9	-8	7	8
COc1cc(Br)cc(/C=N/N(CCO)C2=NS(=O)(=O)c3ccccc32)c1OC	-2	16	1	-6	-7	-14	-1	3	-69
CCCCCCc1cc2cc(C(=O)OCC)c(=O)oc2cc1O	-7	10	-42	-3	-21	24	7	-5	-423
Cc1cc(Oc2nc3ccccn3c(=O)c2/C=C(\C#N)C(=O)NC2CCS(=O)(=O)C2)ccc1Cl (stereo not drawn)	-3	7	-23	-9	-2	-15	11	1	-329
O=C(CN1CCN(S(=O)(=O)c2ccccc2)CC1)Nc1ccc(Cl)cn1	7	-10	-3	-4	9	12	1	14	22
O=C(CCNC(=O)c1ccco1)Nc1ccc(SC(F)F)cc1	-2	6	2	-2	9	-1	-6	17	11
CCOc1cc(NC(=S)Nc2ccccc2)c(OCC)cc1NC(=O)c1ccc(OC)cc1	-6	6	-2	0	16	8	3	13	-15
Cc1cc(-c2n[nH]c(=S)n2/N=C/c2ccc(C)o2)n[nH]1	5	-14	1	-4	26	-16	-3	9	8
CN(CC(=O)Nc1c(Cl)cccc1Cl)C(=O)Cc1ccsc1	0	-5	-4	3	-1	9	-7	13	6
O=C(Cc1cccc(F)c1)N1CCCC(CO)(Cc2ccc(F)cc2F)C1 (stereo not drawn)	-5	9	2	-11	-8	12	5	17	17
CCSc1nnc([C@@H](NC(=O)OC(C)(C)C)C(C)C)o1	5	-17	2	5	-4	2	-3	13	28
COc1ccc(S(=O)(=O)N2Cc3ccccc3CC2C(=O)Nc2ccc3c(c2)OCO3)cc1 (stereo not drawn)	6	-7	-4	-2	9	10	2	-5	-7
Cc1ccc(N2CCN(/N=C/c3cccs3)CC2)cc1	1	-16	-2	5	15	-14	-4	21	10
S=C(Nc1ccccc1Cl)N(CCN1CCCCC1)Cc1ccco1	12	7	-1	3	24	8	7	-9	20
CCOc1ccc(S(=O)(=O)NCC(=O)NC2CCCCC2)cc1	1	9	2	-8	2	-8	-8	12	11

Compound profiles, as listed above. Order of screens: SENP7 block | Apaf1 inhib | SENP1 inh | SENP8 block-1 | PfGluPho inh | SENP6 block | HKDC1 inhibitor | NLRP3 yeast inh | SENP8 block-2
O=C(CN1CCN(S(=O)(=O)c2ccccc2)CC1)Nc1ccc(Cl)cn1 is entered as 7 | -10 | -3 | -4 | 9 | 12 | 1 | 14 | 22
CCSc1nnc([C@@H](NC(=O)OC(C)(C)C)C(C)C)o1 is entered as 5 | -17 | 2 | 5 | -4 | 2 | -3 | 13 | 28

(more compounds)
SMILES	SENP7 block	Apaf1 inhib	SENP1 inh	SENP8 block-1	PfGluPho inh	SENP6 block	HKDC1 inhibitor	NLRP3 yeast inh	SENP8 block-2
CCc1nnc(NC(=O)CSc2nnc(COc3ccccc3C)o2)s1	-5	10	3	-10	-25	-11	-1	-9	17
COc1ccc2c(CC(=O)Nc3nnc(C4CC4)s3)coc2c1	-8	15	-23	-9	14	-15	-4	2	-315
COc1ccc(C)cc1NC(=S)N1CCN(c2ncccn2)CC1	8	-6	4	3	-13	-29	-6	13	13
CNc1nc(-c2ccccc2)cc(C(F)(F)F)c1C#N	4	22	6	-4	-3	-25	-4	6	-430
O=C(c1ccc(Cl)cc1)C1CCN(C(=S)Nc2ccccc2)CC1	nt	nt	-1	nt	3	nt	-9	nt	10
CCCN(Cc1nc(-c2ccc(Cl)cc2)no1)CC1CCCO1 (stereo not drawn)	0	-7	3	-1	-5	19	4	22	14
COc1ccc([N+](=O)[O-])cc1NC(=O)C1CCCNC1=O (stereo not drawn)	-9	7	2	-8	0	0	1	3	14
COc1ccccc1CN(C)C(=O)C1COc2ccccc2O1 (stereo not drawn)	-2	-4	2	1	6	-1	-14	27	30
Cc1ccc(NC(=O)C2CCCC2)c(Br)c1	8	2	3	-11	-12	-12	-3	15	2
CC1CN(S(=O)(=O)c2ccc(NC(=O)CCCN3C(=O)c4ccccc4C3=O)cc2)CC(C)O1 (stereo not drawn)	-15	-18	1	4	6	6	-6	-4	19
O=C(O)c1ccccc1NCc1cccnc1	11	0	0	13	-1	36	-2	27	-184
O=C(Nc1ccc(F)cc1)c1oc2ccccc2c1NC(=O)C1CC1	14	2	2	-5	13	4	-1	4	-46
O=C(c1ccco1)N(Cc1cccc(Br)c1)C1CCS(=O)(=O)C1 (stereo not drawn)	-10	13	2	-10	-13	-27	-8	1	5
O=C(NCCC1CCCCN1S(=O)(=O)c1ccccc1)C(=O)NCc1cccnc1 (stereo not drawn)	4	-1	2	2	11	1	2	16	17
COc1ccc(CCc2nc(C)ccc2O)cc1	0&-4	0&-10	1&2	-4&-5	-14&8	-11&-3	-10&-5	5&10	-40&-46
Cc1[nH]n(C(N)=S)c(=O)c1C(c1ccccc1)C(C#N)C#N (stereo not drawn)	1	4	3	2	-16	-8	-18	27	11
CC(=Nc1ccccc1)C1=C(O)C(CC(C)C)NC1=O (stereo not drawn)	nt	nt	3	nt	-17	nt	-1	nt	-4
COc1ccc(N=C2S/C(=C\c3ccc(OC(C)C(=O)O)c(OC)c3)C(=O)N2CCc2c[nH]c3ccccc23)cc1 (stereo not drawn)	-2	37	2	-3	-11	-11	-4	10	14
O=[N+]([O-])c1ccccc1S(=O)(=O)Nc1ccc(-c2ccc(N3CCCC3)nn2)cc1	-2	18	0	4	-16	8	1	25	8
Cc1nn(-c2ccccc2)c2c1/C(=N/O)CC(C)(C)C2	5	0	3	1	-24	4	-4	15	27
CCN(CC(=O)Nc1ccc2c(c1)OCCO2)Cc1cc(=O)n2ccsc2n1	0	-6	-8	6	-9	-8	-5	-3	-50
COc1ccc(-c2ccc3c(c2)C2CC3CCN2C(=O)C(C)(C)C)cc1 (stereo not drawn)	nt	nt	4	nt	-7	nt	-3	nt	8
Cc1cc2c(cc(C(=O)N3CCC(C(=O)N4CCCC4)CC3)n2Cc2c(F)cccc2Cl)o1	7	21	0	-1	-11	-10	1	5	3
CCNC(=O)CC1SC(=Nc2ccc(C)cc2)N(CC)C1=O (stereo not drawn)	-7	7	1	-8	-6	-2	-5	15	4
O=C(CO/N=C/c1cccc([N+](=O)[O-])c1)NC1CCCCC1	-2	10	2	-6	-14	-11	-12	20	11
c1ccc2c(c1)Oc1ccccc1S2	2	-6	-1	2	6	2	0	12	11
COC(=O)C1=C(Nc2ccccc2NC(=O)CCCC(=O)O)CSC1	6	-5	-2	3	15	0	3	-8	8

Structures shown so far with a Cl atom (10):
SMILES	SENP7 block	Apaf1 inhib	SENP1 inh	SENP8 block-1	PfGluPho inh	SENP6 block	HKDC1 inhibitor	NLRP3 yeast inh	SENP8 block-2
C/C(CC(=O)NCc1ccco1)=N\NC(=O)COc1ccc(Cl)cc1Cl	0	4	4	-15	7	-11	-4	13	0
COCCCNCC1C(Oc2ccc(Cl)cc2)C(=O)N1c1ccccc1C (stereo not drawn)	-6	0	0	-9	-4	-6	-9	12	12
COC(=O)C1CCCN1C(C(=O)NC1CCCCC1)c1ccc(Cl)cc1 (stereo not drawn)	-14	9	0	-10	6	-9	-8	7	8
Cc1cc(Oc2nc3ccccn3c(=O)c2/C=C(\C#N)C(=O)NC2CCS(=O)(=O)C2)ccc1Cl (stereo not drawn)	-3	7	-23	-9	-2	-15	11	1	-329
O=C(CN1CCN(S(=O)(=O)c2ccccc2)CC1)Nc1ccc(Cl)cn1	7	-10	-3	-4	9	12	1	14	22
CN(CC(=O)Nc1c(Cl)cccc1Cl)C(=O)Cc1ccsc1	0	-5	-4	3	-1	9	-7	13	6
S=C(Nc1ccccc1Cl)N(CCN1CCCCC1)Cc1ccco1	12	7	-1	3	24	8	7	-9	20
O=C(c1ccc(Cl)cc1)C1CCN(C(=S)Nc2ccccc2)CC1	nt	nt	-1	nt	3	nt	-9	nt	10
CCCN(Cc1nc(-c2ccc(Cl)cc2)no1)CC1CCCO1 (stereo not drawn)	0	-7	3	-1	-5	19	4	22	14
Cc1cc2c(cc(C(=O)N3CCC(C(=O)N4CCCC4)CC3)n2Cc2c(F)cccc2Cl)o1	7	21	0	-1	-11	-10	1	5	3
